Screening data as filed in PubChem BioAssay.
GSTO1 counter – GSTO1 inhibition, counter-screen for RBBP9 inhibitors. P78417. recombinant GSTO1, activity-based probe fluorescence polarization. inhibition, % at 5.96 µM. 300,000 compounds, 1.1% hits. AID 1974;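 active means inhibition above the campaign mean inhibition plus 3 SD, cut at about 35% in these data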;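 further: 0% = GSTO1-1 with DMSO and 100% = wells lacking GSTO1-1 enzyme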
LYPLA1 counter – counter-screen for PME1 inhibitors: inhibitors of human LYPLA1; O75608; 320,000 compounds, 0.16% hits; AID 2174; recombinant LYPLA1, FP-Rh probe fluorescence polarization; inhibition, % at 5.9 µM;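 active means inhibition above the mean of all tested compounds plus 3 SD, set per campaign, cut at about 14% in these data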;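 further: inhibitors block serine hydrolase probe labeling of LYPLA1 so polarization falls; 0% = enzyme with DMSO and 100% = wells lacking LYPLA1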
Target sequence (O75608 whole entry, looked up): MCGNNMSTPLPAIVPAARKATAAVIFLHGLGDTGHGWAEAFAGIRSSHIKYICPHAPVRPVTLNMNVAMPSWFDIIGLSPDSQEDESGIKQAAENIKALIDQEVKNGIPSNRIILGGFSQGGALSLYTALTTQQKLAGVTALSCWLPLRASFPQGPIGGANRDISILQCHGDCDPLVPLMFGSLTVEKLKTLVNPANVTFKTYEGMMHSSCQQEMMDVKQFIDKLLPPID
pPAFAH inh – pPAFAH (human) enzyme inhibition; inhibition, % at 3.39 µM; Q13093; recombinant pPAFAH, FP-rhodamine probe fluorescence polarization; 330,000 compounds, 1.5% hits;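 active means inhibition above the mean inhibition across the screen plus 3 SD, cut at about 25% in these data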;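 further: inhibitors block binding of the rhodamine activity-based probe so polarization drops; 0% = enzyme with DMSO and 100% = wells lacking pPAFAH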
PAFAH1B3 FP inh – blocks human PAF acetylhydrolase 1B catalytic subunit 3 | recombinant PAFAH1B3, FP-rhodamine probe, fluorescence polarization | inhibition, % at 3.39 µM | 340,000 compounds, 0.28% hits | AID 492972;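 active means inhibition above the screen-wide average of all tested compounds plus 3 SD, cut at about 25% in these data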;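 further: 0% = enzyme with DMSO only and 100% = wells lacking PAFAH1B3 protein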
Target sequence (Q15102 whole entry, looked up): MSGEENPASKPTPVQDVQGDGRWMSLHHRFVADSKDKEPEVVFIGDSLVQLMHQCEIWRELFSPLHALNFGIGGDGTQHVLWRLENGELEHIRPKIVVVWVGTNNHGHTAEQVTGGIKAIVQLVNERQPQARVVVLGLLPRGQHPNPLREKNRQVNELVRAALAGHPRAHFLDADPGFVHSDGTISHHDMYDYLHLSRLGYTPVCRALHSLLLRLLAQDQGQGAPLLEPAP
PAFAH2 FP inh – inhibitors of human PAFAH2; AID 492956; 340,000 compounds, 0.99% hits; inhibition, % at 3.39 µM; recombinant PAFAH2, FP-rhodamine activity probe, fluorescence polarization; Q99487;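 active means inhibition above the mean over all tested compounds plus 3 SD, cut at about 30% in these data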;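 further: inhibitors block probe labeling of enzyme so polarization drops; 0% = enzyme with DMSO and 100% = wells lacking PAFAH2 protein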
PAFAH1B2 inh – PAFAH1B2 (human) inhibition; recombinant PAFAH1B2, FP-rhodamine activity probe, fluorescence polarization; P68402; 340,000 compounds, 1.2% hits; inhibition, % at 3.39 µM;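 active means inhibition above the mean of all tested compounds plus 3 SD, cut at about 24% in these data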;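 further: 0% = enzyme with DMSO and 100% = wells lacking PAFAH1B2; many of its hits are not listed in these tables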
Target sequence (P68402 whole entry, looked up): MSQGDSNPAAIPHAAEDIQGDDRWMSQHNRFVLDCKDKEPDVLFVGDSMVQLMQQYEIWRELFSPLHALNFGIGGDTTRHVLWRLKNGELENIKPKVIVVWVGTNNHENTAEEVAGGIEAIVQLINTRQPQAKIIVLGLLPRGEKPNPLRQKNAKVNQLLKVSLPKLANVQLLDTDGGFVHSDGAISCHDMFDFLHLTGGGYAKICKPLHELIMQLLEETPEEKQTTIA
PAD4 FP inh – PAD4 (human) enzyme inhibition; recombinant PAD4, RCA probe fluorescence polarization; inhibition, % at 6.36 µM; 330,000 compounds, 0.41% hits; AID 485272;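 active means percent inhibition above a cutoff equal to the mean of all tested compounds plus 3 SD, cut at about 15% in these data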;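 further: 0% = PAD4 with RCA probe and DMSO and 100% = probe without PAD4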
Fam108B inh – Fam108B inhibition, counter-screen for RBBP9 inhibitors; inhibition, % at 9.51 µM; recombinant Fam108B, FP-Rh probe fluorescence polarization; 300,000 compounds, 0.33% hits;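 active means inhibition above the screen mean inhibition plus 3 SD, computed separately per campaign, cut at about 18% in these data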;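 further: inhibitors lower polarization as less probe binds the enzyme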
PME-1 primary – PME-1 (human) inhibition. Q9Y570. recombinant PME-1, FP-Rh probe fluorescence polarization. inhibition, % at 5.9 µM. 320,000 compounds, 0.53% hits. AID 2130;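 active means inhibition above the campaign mean of all compounds plus 3 SD, cut at about 26% in these data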;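 further: competitive labeling of PME-1 active site by serine hydrolase directed probe; 0% = PME-1 with DMSO and 100% = wells lacking PME-1 enzyme; inhibitors block probe labeling so polarization falls and inhibition rises; many of its hits are not listed in these tables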
Target sequence (Q9Y570 whole entry, looked up): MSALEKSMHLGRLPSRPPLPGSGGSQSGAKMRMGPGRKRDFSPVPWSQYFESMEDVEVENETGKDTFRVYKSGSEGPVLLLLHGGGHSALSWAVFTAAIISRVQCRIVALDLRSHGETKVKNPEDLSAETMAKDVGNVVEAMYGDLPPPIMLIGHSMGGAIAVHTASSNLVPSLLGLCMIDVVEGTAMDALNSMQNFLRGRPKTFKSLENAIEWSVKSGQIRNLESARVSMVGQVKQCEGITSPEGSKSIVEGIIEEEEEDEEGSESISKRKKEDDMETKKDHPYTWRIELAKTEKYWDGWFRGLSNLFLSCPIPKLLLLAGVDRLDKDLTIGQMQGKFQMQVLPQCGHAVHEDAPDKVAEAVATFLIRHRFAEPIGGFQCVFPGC
An asterisk follows results filed as active; nt = not tested or not shown.

SMILES | GSTO1 counter | LYPLA1 counter | pPAFAH inh | PAFAH1B3 FP inh | PAFAH2 FP inh | PAFAH1B2 inh | PAD4 FP inh | Fam108B inh | PME-1 primary
Nc1cc2c(cc1Cl)N(Cc1ccccc1)C(=O)CO2 | nt | 2 | 2 | 7 | -10 | 5 | 2 | nt | 14
COC(=O)c1ccc(S(=O)(=O)NCc2ccccc2)n1C | 17 | 2 | -4 | 3 | -5 | 3 | 2 | 2 | -8
COCCNC(=O)Cn1nc(-c2ccc(Cl)cc2)c2ccccc2c1=O | -1 | -2 | 1 | 14 | 7 | 1 | 1 | 2 | -4
C/C(CC(=O)NC1CCCC1)=N\NC(=O)Cc1csc(N)n1 | 5 | 2 | 3 | 5 | 3 | 0 | -2 | 1 | 2
Cc1ccccc1S(=O)(=O)Nc1nc2ccccc2nc1N1CCc2ccccc2C1 | -3 | -1 | 14 | -1 | 11 | 1 | 2 | -1 | 7
Cc1cc(C)n(CCNC(=O)CCc2nnc(CCc3ccccc3)o2)n1 | 2 | -2 | -2 | 2 | 8 | 2 | -3 | 0 | 8
COc1cccc(-c2nnc(NC(=O)CCS(=O)(=O)c3ccc(C)cc3)o2)c1 | 12 | -3 | 3 | -5 | 4 | 8 | 1 | 1 | -3
CCCCCCCCCCS(=O)(=O)N/N=C/c1ccc(O)cc1 | 0 | -5 | 38* | -5 | 3 | 3 | 3 | -1 | -3
COCCN(CCOC)Cc1c(O)ccc2c1O/C(=C\c1ccco1)C2=O | 30 | -1 | 22 | 9 | 2 | 3 | -2 | 2 | -12
O=C(COc1ccc2ccccc2c1)N1CCCC1 | 11 | -3 | 4 | 4 | -7 | 5 | -4 | 2 | -8
Cc1ccc2[nH]c3c(c2c1)CN(C(=O)CN(C)CC1OCCO1)CC3 | 17 | 2 | -2 | 3 | -3 | 0 | -13 | -5 | -9
O=C(Cn1cnc2c(OCc3ccccc3)ncnc21)NCc1ccc2[nH]ccc2c1 | nt | nt | -2 | 7 | 4 | 1 | -2 | nt | nt
Cc1ccc(-c2nnn(CC(=O)N3CCCCC3)n2)c(-n2cnnn2)c1 | 8 | -1 | -4 | 3 | 5 | -1 | -1 | -3 | -7
O=C(CNC(=S)N(Cc1ccccc1Cl)C1CCCC1)NCCN1CCOCC1 | 0 | -6 | 1 | 4 | -4 | 0 | -4 | 2 | -2
Cc1cc(C=C2C(=O)CCCC2=O)c(C)n1-c1ccccc1 | 8 | -3 | 13 | 18 | 1 | 5 | 3 | 5 | 4
CC1=CCP(=O)(c2ccccc2)C1 (stereo not drawn) | 2 | 2 | 1 | 15 | 2 | 0 | -1 | -1 | 5
NC(=S)N/N=C/c1ccc(/C=N/NC(N)=S)cc1 | -5 | 0 | -3 | 1 | -3 | 1 | 0 | 0 | 2
CCn1c(SC/C=C/c2ccccc2)nnc1-c1cnccn1 | -2 | -1 | -2 | 2 | 5 | 4 | -7 | -6 | -5
N/C(=N\S(=O)(=O)c1cc(C(F)(F)F)cc(C(F)(F)F)c1)c1ccncc1 | 3 | -1 | 2 | 6 | 0 | 9 | 5 | -4 | 1
Cc1scc(C(=O)Nn2cnnc2)c1-c1ccccc1 | 0 | 1 | 3 | 9 | 3 | 5 | -1 | -1 | -1
Cc1nc(C)c(N)c(=O)[nH]1 | 3 | 0 | 4 | 14 | -2 | 10 | -4 | 0 | 0
Brc1cccc(CSc2nnc(-c3ccncc3)o2)c1 | 7 | -1 | 4 | 8 | 3 | 4 | -3 | -5 | -7
COc1ccc(-c2ccc3c(c2)S(=O)(=O)c2cccc(C(=O)NCCOc4ccccc4)c2C3=O)cc1OC | nt | 1 | 8 | 8 | -7 | -2 | 7 | nt | 3
O=C(CC1NC(=O)NC1=O)Nc1ccc(Cl)cc1 (stereo not drawn) | 1 | 0 | 6 | 6 | -3 | 4 | -2 | -3 | -4
COc1ccc(C(=O)Nc2ccnn2C2CCN(Cc3ccn[nH]3)CC2)cc1 | 3 | -2 | 7 | 9 | 0 | -2 | 4 | -1 | -1
Other records follow.
SMILES | GSTO1 counter | LYPLA1 counter | pPAFAH inh | PAFAH1B3 FP inh | PAFAH2 FP inh | PAFAH1B2 inh | PAD4 FP inh | Fam108B inh | PME-1 primary
Cc1c(OCC(=O)N2C[C@H]3C[C@@H](C2)c2cccc(=O)n2C3)ccc2c3c(c(=O)oc12)CCCC3 | 2 | 2 | 9 | 8 | 4 | 1 | 2 | 0 | 3
CCC[C@@H](CNC)NC[C@H](Cc1ccccc1)NCCCCc1ccccc1 | -6 | -2 | 0 | 8 | 0 | 4 | 5 | -1 | 2
CCOC(=O)C1=C(C)OC(N)=C(C#N)C1c1ccc(C)o1 (stereo not drawn) | -3 | 4 | 5 | 5 | 2 | 9 | -3 | 5 | 2
COc1ccccc1CC(=O)N1CCOCC1 | 8 | 0 | 4 | 4 | 1 | -4 | -2 | -4 | -1
Cc1cc(C)cc(NS(=O)(=O)c2coc(C(N)=O)c2)c1 | 0 | 0 | 0 | 2 | -4 | -1 | -1 | 4 | 6
CCOC(=O)C1CCN(S(=O)(=O)Cc2ccccc2)C1=O (stereo not drawn) | 4 | 5 | 2 | 9 | 8 | 4 | 0 | -3 | 4
CC(C)CC1(C)NC(=O)N(CC(=O)Nc2ccc(F)c(F)c2F)C1=O (stereo not drawn) | nt | nt | -5 | 10 | 13 | 0 | -5 | nt | nt
CC(C)Sc1cc(Cl)nc(NC(=O)Nc2ccccc2)n1 | -3 | -1 | 1 | 5 | -4 | 6 | -6 | -3 | 2
CC(=O)NNC1=Nc2ccccc2N(C)C(C)C1 (stereo not drawn) | 7 | -3 | 2 | 2 | 3 | -1 | 1 | 3 | 3
O=C(NC1CCCCC1)c1cc(-c2cccs2)on1 | 4 | -4 | -5 | -2 | 1 | -2 | 2 | -2 | -1
CCOC(=O)c1[nH]c(C)c(/C(O)=C2\C(=O)C(=O)N(CCCN(CC)CC)C2c2cccnc2)c1C (stereo not drawn) | 5 | 0 | -4 | -1 | 0 | 1 | 4 | 6 | -6
C=C1CC2C(=O)N(Cc3cc(OC)ccc3OC)C(C(=O)OCC)(C(=O)OCC)C1N2C(=O)OC(C)(C)C (stereo not drawn) | -2 | 4 | 6 | 11 | 12 | 1 | 1 | 3 | 2
N#C/C(=C\c1c(N2CCN(Cc3ccccc3)CC2)nc2ccccn2c1=O)S(=O)(=O)c1ccccc1 | -6 | -10 | 3 | -4 | -5 | -4 | -5 | -14 | -16
CC(=O)c1ccc(OCCCC(=O)Nc2nnc(C3CC3)s2)cc1 | nt | nt | 1 | 0 | 2 | 2 | 3 | nt | nt
COC(=O)C1=C(C)N(Cc2ccccc2)C(=S)N[C@H]1c1cccc(F)c1 | -1 | -1 | 2 | 7 | -5 | 2 | -4 | 2 | 3
Cc1ccc(NC(NC(=O)c2cccnc2)C(Cl)(Cl)Cl)cc1 (stereo not drawn) | 3 | 0 | -1 | 0 | 4 | 5 | -7 | 5 | 3
COc1ccc(N2CCN(CCCNC(=O)C3(S(=O)(=O)c4ccc(Cl)cc4)CC3)CC2)cc1 | 0 | 2 | 5 | 2 | 1 | 0 | -3 | 5 | 5
CC(C)(C)c1cc(C(F)(F)F)n2ncc(-c3ccccc3)c2n1 | -5 | -2 | -5 | 4 | 2 | 8 | -10 | -8 | -3
COc1ccc(N(C)S(=O)(=O)c2cccc(C(=O)Nc3nc(C)cs3)c2)cc1 | nt | -12 | 6 | -8 | 1 | 10 | -2 | nt | 0
CCCCCCC1(C)NC(=O)N(C(C)C(=O)Nc2ccc(N3CCOCC3)cc2)C1=O (stereo not drawn) | nt | 4 | -1 | 7 | -6 | -4 | -4 | nt | -2
COc1ccc(NC(=O)C(CC(C)C)NC(=O)C2CCC(C)CC2)c(OC)c1 (stereo not drawn) | 10 | 2 | 2 | 5 | 0 | 0 | 3 | 0 | -2
Cc1cc2oc(=O)cc(CN3CCN(S(=O)(=O)c4ccc5c(c4)OCCO5)CC3)c2cc1C | -1 | -5 | -2 | 0 | -3 | 2 | 2 | -3 | -1
Cc1ccc(Oc2ccc(NC(=O)C3=CC=CN4CCS(=O)(=O)N=C34)cc2)cc1 | nt | -6 | 8 | 1 | -5 | 3 | 0 | nt | -16
COc1ccccc1OCC(=O)N1CCCC(Nc2ccc(C)c(C)c2)C1 (stereo not drawn) | 5 | -5 | 0 | 5 | -1 | 4 | 1 | -4 | 7
Cc1cccn2c(Nc3ccccc3)c(-c3ccccn3)nc12 | 7 | 5 | 16 | -3 | 3 | 1 | 2 | 8 | 1
Additional results follow:
SMILES | GSTO1 counter | LYPLA1 counter | pPAFAH inh | PAFAH1B3 FP inh | PAFAH2 FP inh | PAFAH1B2 inh | PAD4 FP inh | Fam108B inh | PME-1 primary
COCCNc1ccc(N2C(=O)CCCC2=O)cc1[N+](=O)[O-] | -6 | 1 | 5 | 2 | -10 | 0 | -1 | -5 | 2
O=C(NCc1cccnc1)c1ccc(-c2cc(Cl)ccc2Cl)o1 | 0 | -8 | -2 | 1 | -7 | 1 | 0 | -1 | 2
Cc1cc(-c2nnc(SCC(=O)Nc3ccc(F)c(F)c3)n2N)n[nH]1 | -1 | -4 | 4 | 7 | 5 | 3 | 52* | 1 | 0
C[C@H]1CN([C@@H](C)CO)C(=O)c2cc(NC(=O)C3CCCCC3)ccc2O[C@H]1CN(C)Cc1ccc(-c2ccccc2)cc1 | nt | nt | 0 | 0 | 0 | 8 | 2 | nt | nt
O=C(NCCS(=O)(=O)N1CCN(c2ccccc2)CC1)C1CCCC1 | -6 | -3 | 4 | -1 | 3 | 1 | 2 | -2 | -1
O=C(CCN1CCOCC1)NNC(=S)NC(=O)c1ccccc1 | -1 | 1 | -1 | 5 | 6 | -3 | 2 | -1 | -5
CCC(CC)C(=O)NCCc1ccc(S(N)(=O)=O)cc1 | 2 | 1 | 2 | 9 | -8 | 0 | 0 | 0 | 2
Cc1cc(C)c(S(=O)(=O)c2ccccc2)c(OC(=O)c2cc(F)c(F)cc2Cl)n1 | -4 | -3 | 0 | 1 | -2 | 4 | -4 | -5 | -3
CC(C)c1nnc(NC(=O)c2cnccn2)s1 | 3 | -1 | 4 | 3 | -2 | 5 | -1 | -1 | -8
O=C(CCC(=O)c1ccc(Oc2ccccc2)cc1)Nc1cccc(Cl)c1Cl | 2 | -7 | 0 | -3 | -11 | -2 | -3 | -15 | -10
COc1ccc(-c2sc3cc(OC)c(OC)cc3c2-c2ccc(O)cc2)cc1 | nt | nt | 8 | 9 | 6 | -3 | -4 | nt | nt
CCOC(=O)c1nc(Nc2cc(C)cc(C)c2)c2ccccc2n1 | -3 | -16 | 0 | 4 | 4 | 2 | -5 | -8 | 3
Cc1ccc(S(=O)(=O)C2(C(=O)N3CCCCC3C)CC2)cc1 (stereo not drawn) | 3 | -4 | 1 | 2 | -9 | 1 | -3 | -4 | 2
CCCC(=O)N(Cc1cc(=O)[nH]c2ccccc12)c1ccc(OC)cc1 | -5 | 0 | 1 | 6 | 4 | 4 | 11 | 1 | 0
CCCn1c(SCC(=O)c2c(C)[nH]c(C)c2C(=O)OCC)nc2ccccc21 | -1 | 1 | 3 | 5 | -5 | 3 | 6 | -3 | 3
O=C(CS(=O)(=O)c1ccccc1)Nc1ccc(S(=O)(=O)Nc2ncccn2)cc1 | -16 | 3 | 2 | 7 | 7 | 8 | -8 | 2 | 1
Cc1ccc(N(Cc2ccccc2)C(=O)c2ccc(S(=O)(=O)N3CCOCC3)cc2)cc1 | 9 | -5 | 5 | 4 | 3 | 2 | -1 | 4 | 3

Not all compounds are listed; rates above refer to the full screens.
